TAG inh = reduces triacylglycerol accumulation in H9c2 cells | Nile Red lipid (TAG) fluorescence; cells loaded with 200 µM oleic acid | inhibition, % at 12.5 µM | hit rate 0.66% among 230,000;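 active = pattern-corrected inhibition of lipid staining of at least 50% with the nuclear-stain viability signal not falling by more than 50%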;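 also: 0% = DMSO wells and 100% = triacsin C control wells; some results filed as inactive read as strong as hits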
TAG inh DAPI viability = recorded beside TAG inh, whose call it bears; DAPI nuclei signal change (viability), lower = more cytotoxic, %;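 whole-well DAPI fluorescence read on a plate reader as a viability signal; minus 50 percent equals half of cells still viable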
Active calls of the source: *. Only part of the results is shown. The share of hits here may be higher or lower than overall.

SMILES | TAG inh | TAG inh DAPI viability
Cc1cc(Cl)c(S(=O)(=O)NC2CCCCC2)cc1OCC(=O)Nc1nncs1 | -8 | 0
Cc1ccc2nc3c(cc(C#N)c(=O)n3-c3nccs3)c(=O)n2c1 | 3 | 14
N#CC1=C(N)Oc2n[nH]c(-c3cccs3)c2C1c1cccnc1 (stereo not given) | 19 | -9
Cc1cc(Br)cc2cn[nH]c12 | -1 | 8
COc1cc(O)oc1C=Nc1ccccc1 | -4 | 11
COc1ccc(C(=O)Cn2nc(CNc3ccc(Br)cc3)[n+]3c2CCCCC3)cc1 | -2 | 28
CCOC(=O)CC/C(=N\NC(N)=O)c1ccc(OC)c(Cl)c1 | 15 | -2
COC(=O)C1=C(C)N(Cc2ccc(OC)cc2)C(=O)/C1=C\c1ccco1 | -38 | 4
CCN(CC)CCNC(=O)CCn1c(=S)[nH]c2cc3c(cc2c1=O)OCO3 | -5 | 5
Cc1sc2ncn(CC(=O)NCc3ccccc3)c(=O)c2c1C | 8 | -13
COc1ccc(CNC(=O)c2cc(-c3cc(C)ccc3O)n[nH]2)cc1 | 1 | -12
COc1ccccc1CN(C)C(=O)c1sccc1-c1ccccc1 | -16 | -8
Cn1c(CCCOc2ccc(Cl)cc2Cl)n[nH]c1=S | 2 | -1
O=C(CSc1nnc(CNC(=O)c2cccs2)o1)c1ccccc1 | -33 | 9
CCC(C)[C@H](NC(=O)NCCCOC(C)C)C(=O)OC (stereo not given in full) | 13 | -15
Nn1c(SCc2nc3ccccc3[nH]2)nnc1C1CCCCC1 | -3 | 1
CN1CCN(NC(=S)Nc2ccc(OC(F)F)cc2)CC1 | -8 | 0
N#Cc1ccc(CN2CCN(C(=O)C3CC(=O)N(c4ccc5c(c4)OCCO5)C3)CC2)cc1 (stereo not given) | 2 | 6
COc1ccc(CCN2CC(C(=O)Nc3ccc(S(C)(=O)=O)cc3)CC2=O)cc1OC (stereo not given) | 10 | -2
CC1CCCCN1C(=S)Nc1ccc(OC(F)F)cc1 (stereo not given) | -19 | 8
CC(C)(C)NC(=O)CN(C(=O)c1ccc(Cl)nc1)c1cccc2ccccc12 | 3 | -1
CCCCN(CC)C(=O)CN1C(=O)c2ccccc2C1=O | 7 | -16
CCCCNC(=O)CC1N=C2c3ccccc3N=C(SCC(=O)Nc3ccccc3C)N2C1=O (stereo not given) | -2 | 4
CCCSc1nc2c(cnn2-c2ccccc2)c(=O)[nH]1 | 7 | 1
Nc1cc2c(cc1Cl)N(Cc1ccccc1)C(=O)CO2 | 17 | -4

Quoted at random: 6 compounds from above, in no set order.
SMILES | TAG inh | TAG inh DAPI viability
CCN(CC)CCNC(=O)CCn1c(=S)[nH]c2cc3c(cc2c1=O)OCO3 | -5 | 5
O=C(CSc1nnc(CNC(=O)c2cccs2)o1)c1ccccc1 | -33 | 9
Cc1sc2ncn(CC(=O)NCc3ccccc3)c(=O)c2c1C | 8 | -13
Cc1ccc2nc3c(cc(C#N)c(=O)n3-c3nccs3)c(=O)n2c1 | 3 | 14
N#Cc1ccc(CN2CCN(C(=O)C3CC(=O)N(c4ccc5c(c4)OCCO5)C3)CC2)cc1 (stereo not given) | 2 | 6
COC(=O)C1=C(C)N(Cc2ccc(OC)cc2)C(=O)/C1=C\c1ccco1 | -38 | 4

Back to the main list with the 4 entries that preceded the break.
SMILES | TAG inh | TAG inh DAPI viability
CCCCN(CC)C(=O)CN1C(=O)c2ccccc2C1=O | 7 | -16
CCCCNC(=O)CC1N=C2c3ccccc3N=C(SCC(=O)Nc3ccccc3C)N2C1=O (stereo not given) | -2 | 4
CCCSc1nc2c(cnn2-c2ccccc2)c(=O)[nH]1 | 7 | 1
Nc1cc2c(cc1Cl)N(Cc1ccccc1)C(=O)CO2 | 17 | -4
CC(C)C(=O)N[C@@H]1c2ccccc2CC[C@@H]1OCc1ccccc1 | -5 | -6
CC(C)CN(C(=O)COC(=O)c1ccc2ccccc2c1)c1c(N)n(Cc2ccccc2)c(=O)[nH]c1=O | 15 | -9
S=C(NCCc1ccc(Cl)cc1)NC1CCCCC1 | 0 | 0
O=C(COC(=O)c1cccnc1Nc1cccc(C(F)(F)F)c1)NCCN1C(=O)CSC1=O | -10 | -6
COc1ccc(Nc2c3c(nc4ccccc24)CCCC3)cc1OC | 9 | 17
COc1ccc(N(CN2C(=O)c3ccccc3C2=O)C(=O)C(C)C)cc1 | 20 | -12
CCOC(=O)N1CCC(NC(=O)C2CCN(Cc3nc(-c4ccc(CC)cc4)oc3C)CC2)CC1 | 3 | 4
Cc1cc(C)cc(OCc2ccc(C(=O)O)o2)c1 | 3 | -2
Cc1ccc(Nc2nc(CSc3nnnn3-c3ccccc3)cc(=O)[nH]2)cc1 | -3 | -9
CCc1nc2c(OCC3CCCCC3)cccn2c1N(C=O)Cc1ccc(OC)cc1 | 1 | 7
COCCn1ccc2c(OCC(=O)NCc3ccccc3)cccc2c1=O | -4 | 11
O=C(CSc1nc2ccccc2nc1N1CCCC1)Nc1ccc(F)cc1 | 33 | -8
COc1cc(C(=O)N2CCN(C/C=C/c3ccccc3)CC2)cc(OC)c1OC | 2 | 5
CCOC(=O)c1nnn(-c2ccc([N+](=O)[O-])cc2[N+](=O)[O-])c1C | -34 | -6
CCNC(=S)N(CCc1c(C)[nH]c2ccc(Cl)cc12)Cc1ccco1 | 8 | 13
Cc1ccc(SCCC(=O)Nc2c(C)n(C)n(-c3ccccc3)c2=O)cc1 | 27 | -13
Cc1ccc(N2CC(C(=O)OCC(=O)Nc3ccccc3F)CC2=O)cc1 (stereo not given) | 10 | 0
O=C(O)CCCCCNC(=O)C(=O)C1C(=O)Nc2ccccc21 (stereo not given) | -7 | 0
CSc1ccccc1OCc1cc(C(=O)NCC(C)(C)N2CCOCC2)no1 | 7 | 0
Cc1ccc(S(=O)(=O)Nc2ccc3c(c2)CC(=O)N([C@H](C)CO)C[C@H](C)[C@H](CN(C)Cc2ccc4c(c2)OCO4)O3)cc1 | -1 | -3
COC(=O)C1=C(C)NC(=O)NC1c1cccc(OC)c1OCc1ccccc1 (stereo not given) | -2 | 15
CC(C)(C)c1cc(CCC(=O)NNC(=S)NC(=O)c2ccccc2)cc(C(C)(C)C)c1O | 18 | 0
O=C(NCCc1ccc(Cl)cc1)c1ccc(Br)s1 | -22 | -4
COc1ccc(C)cc1NC(=O)c1ccccc1NS(=O)(=O)c1ccc(Cl)s1 | -21 | 5
S=c1[nH]ncn1NCc1cccc(Br)c1 | 10 | -15

Additional entries:
SMILES | TAG inh | TAG inh DAPI viability
Cc1nnc(SCC(=O)Nc2cc(S(=O)(=O)N3CCCC3)ccc2Cl)s1 | -4 | 8
COc1ccc(N2CCN(S(=O)(=O)CCNC(=O)C(C)Oc3ccccc3)CC2)cc1 (stereo not given) | -3 | -8
CC(=O)c1sc2nc(-c3cccs3)ccc2c1N | -8 | 4
O=C(CCNC(=O)c1ccccc1Cl)NCc1ccncc1 | 1 | -7
COc1ccc(C2CC(c3ccccc3Cl)Nc3ncnn32)cc1OC (stereo not given) | -11 | 4
Cc1nc2ccccc2c2c1C(=O)N(c1cccc(C(=O)O)c1)C2=O | -3 | 9
CCC[C@@H](CNC)NC[C@H](Cc1ccccc1)NCCCCc1ccccc1 | 131* | -40*
O=C(c1ccc(Cl)cc1)c1cnc(-c2ccccc2)s1 | -5 | -2
Cc1ccccc1Nc1nc(N)nc(C)c1Br | -1 | -8
COC(=O)c1scc(C#N)c1N/N=C(\C#N)S(=O)(=O)c1ccc(Cl)cc1 | 2 | -5
O=C(CCn1c(=O)sc2ccccc21)NCc1ccccc1 | 7 | -4
Cc1cccc([C@@H]2[C@@H]3C(=O)N(Cc4ccccc4)C(=O)[C@@H]3[C@]3(Cc4ccc(Cl)cc4)C(=O)N(c4cccc(Cl)c4)C(=O)N23)c1 | 3 | -9
O=C(Nc1cccc(S(=O)(=O)C(F)F)c1)c1ccc(S(=O)(=O)N2CCOCC2)cc1 | 1 | -2
Cn1nc(Cc2n[nH]c(=S)n2C)c2ccccc2c1=O | -4 | 9
COC(=O)C1=C(O)/C(=C\c2ccc(CNC(=O)C(=O)Nc3ccc(C)c(C)c3)o2)N=C1C | 13 | -6
CC(C)CN(C(=O)COC(=O)CCC(=O)c1ccc(Cl)cc1)c1c(N)n(Cc2ccccc2)c(=O)[nH]c1=O | 5 | -5
COc1ccc(-c2noc(N3CCC(C(=O)Nc4ccccc4OC)CC3)n2)cc1 | 4 | -1
O=C(NCCCN1CCCC1=O)c1ccc(Cl)c(S(=O)(=O)N2CCCCC2)c1 | 8 | -3
COc1ccc(NC(=O)CCC(=O)c2ccc(C(C)C)cc2)cc1 | 1 | -2
CN(C)c1ccc(/C=N/NC(=O)CCc2c[nH]c3ccccc23)cc1 | 5 | 9
C[C@H](CO)N1C[C@H](C)[C@H](CN(C)C(=O)C2CC2)OCc2cnnn2CCCC1=O | -3 | 14
CC1CCCCC12NC(=O)N(CC(=O)OCc1ccc(Br)cc1)C2=O (stereo not given) | -24 | 5
Cc1cc(C)nc(N2CCC(C(=O)NNC(=O)Cc3ccccc3)CC2)n1 | 2 | 4
O=C(c1ccccc1)C1CC=CCC1C(=O)c1ccccc1 (stereo not given) | -17 | 3
Cc1c(C)c(C)c(CN2CCSCC2)c(C)c1C | -1 | 0

Following part
SMILES | TAG inh | TAG inh DAPI viability
O=C(N/N=C/c1sc(N2CCOCC2)nc1-c1ccccc1)c1cccc(S(=O)(=O)N2CCOCC2)c1 | 7 | 0
NC(=S)n1[nH]c(-c2ccc([N+](=O)[O-])cc2)c(N=Nc2ccc(O)cc2)c1=O | 16 | -5
Cc1scc(C(=O)NNC(=S)NCC2CCCO2)c1C (stereo not given) | -6 | 7
COCCCNC(=S)NNC(=S)Nc1ccc(OC)cc1 | 3 | -4
COc1cc(C(=O)Nc2ccc(C(F)(F)F)cc2)ccc1OCC(=O)N1CCOCC1 | 30 | -1
COc1ccc2cc(Br)ccc2c1CC(=O)NCCCN1CCOCC1 | 15 | -8
COc1ccc(CCNC(=O)c2csc3c2CCCC3)cc1 | -18 | 7
Cc1cccc(C)c1NC(=O)CNC(=O)COC(=O)c1ccc(Cl)s1 | -5 | 5
CC1(C)NC(=O)N(CNc2cc(Cl)ccc2Cl)C1=O | -2 | -7
CC(N)C(=O)NC(C(=O)NC(C)C(=O)Nc1cccc2ccccc12)C(C)C (stereo not given) | 22 | -22
C#CCOCCOCCOCCNc1nc(N2CCN(C(=O)[C@H](CCCCN)n3cc([C@@H](N)C(C)CC)nn3)CC2)nc(N2CCN(C(=O)[C@H](Cc3cc4ccccc4[nH]3)n3cc([C@@H](N)CC(C)C)nn3)CC2)n1 (stereo not given in full) | -28 | 24
NC(=O)C1CCN(C(=O)CCc2nc3sc4c(c3c(=O)[nH]2)CCCC4)CC1 | -6 | -5
O=C(Nc1nnc(-c2cccs2)o1)c1cccc(C(F)(F)F)c1 | -9 | -8
CCc1ccc(NC(=O)CSc2nnc(-c3ccco3)o2)cc1 | 3 | 2
O=C(Nc1ccccc1C(=O)NC1CC1)c1ccc([N+](=O)[O-])o1 | 34 | -32
COc1ccc(OC)c(NC(=O)CCc2c[nH]c3ccccc23)c1 | -3 | 5
COc1ccccc1NC(=O)CC1SC(=N)N(c2ccccc2)C1=O (stereo not given) | -1 | -6
CC(=O)Nc1cccn(Cc2c(Cl)cccc2Cl)c1=O | -5 | 2
O=C(Nc1ccccc1)c1cc(-c2ccccc2Cl)no1 | -3 | 3
O=C(O)/C=C/c1cn(-c2ccccc2)nc1-c1cc2ccccc2oc1=O | 2 | -5
Cc1cc(CNC[C@H]2O[C@@H](n3cnc(C(N)=O)n3)[C@H](O)[C@@H]2O)c(C)n1-c1cccnc1 | 14 | 1
Cc1ccc(F)cc1NC(=O)C1CC(=O)N(Cc2ccccc2)C1 (stereo not given) | 6 | 2
CN(C)c1nc(-c2ccccc2)nc(-c2ccc(Cl)cc2)c1C#N | 19 | 14
Cn1cnc([N+](=O)[O-])c1Nc1ccccc1O | -14 | -4
CC(C)C(=O)NN1c2ccccc2CCc2ccccc21 | -10 | -2

Next part.
SMILES | TAG inh | TAG inh DAPI viability
CCN(CC)CCNCc1cc(Cl)ccc1OCc1ccccc1F | -5 | 17
c1ccc(-c2nnc(-c3ccccn3)nn2)nc1 | 3 | -5
O=C(CC(=O)c1ccccc1)Nc1cccc([N+](=O)[O-])c1 | -6 | 3
COc1ccc(CNC(=O)c2cc(S(=O)(=O)N3CCCCC3)ccc2Cl)cc1OC | -13 | 4
COc1cc(C(=O)NC(=S)NNC(=O)[C@H]2C[C@@H]2c2ccccc2)cc(OC)c1OC | 11 | -5
CC(OC(=O)CNS(=O)(=O)/C=C/c1ccccc1)C(=O)Nc1ccc(S(=O)(=O)N2CCCC2)cc1 (stereo not given) | -5 | 12
Cc1nnc(SCC(=O)Nc2ncc(S(=O)(=O)c3ccc([N+](=O)[O-])cc3)s2)s1 | -4 | -2
COc1cc2c(cc1OC)C(c1ccccc1O)N(C1CC(=O)N(c3ccccc3)C1=O)CC2 (stereo not given) | 6 | 4
O=C(NCCc1ccccc1)C(=O)NCC(c1ccco1)N1CCOCC1 (stereo not given) | -9 | 5
O=C(NCC1CCCO1)c1ccc(NC(=O)c2cccc(Cl)c2)cc1 (stereo not given) | 3 | 2
Cc1cccn2cc(CNS(=O)(=O)c3ccc4ccccc4c3)nc12 | -11 | -1
COC(=O)c1[nH]c2ccc(Br)cc2c1NC(=O)CN1CCCCC1CCO (stereo not given) | 40 | -2
Cc1ccc(NC(=O)CN2CCC(C(=O)c3ccc(F)cc3)CC2)cc1 | -14 | -2
COC(=O)CCC(=O)OC1(C)C(=O)C2=CN(CC3CC3)C(c3ccc(OC)cc3)=CC2=C(Br)C1=O (stereo not given) | -25 | 9
N#Cc1cnn(-c2ccccc2)c1NC(=O)CN1CCN(c2ccccc2)CC1 | -1 | 3
CC(=O)N1CCCc2cc(S(=O)(=O)N(C)Cc3ccccc3)ccc21 | -19 | -13
CC(C)(C)OC(=O)C[C@H]1C/C=C\C[C@@H](CC(=O)N[C@H](CO)Cc2ccccc2)C(=O)NC[C@@H](c2ccccc2)OC1=O | 17 | -5
CCC(O)c1c(-c2ccccc2)nn(C)c1Cl (stereo not given) | 10 | -6

Screening results from PubChem.
